Assay outcomes: PubChem, several laboratories
M. tuberculosis GlmU = inhibition of mycobacterial GlmU enzyme – biochemical, glucosamine-1-phosphate acetyltransferase (AID 1376); M. tuberculosis GlmU acetyltransferase enzyme assay; higher % means a stronger effect; inhibition, %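 (tested at 30 µM in the primary screen)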; hits with a dose series show IC50 in µM; 0.25% of 220,000 active; in the data active means inhibition above about 13%;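 further: 0% = complete reaction with vehicle and 100% = reaction without substrate; strong numbers were not always called active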
Mtb RmlCD inh = inhibitors of Mycobacterium tuberculosis RmlC and RmlD coupled enzymes. inhibition, % at 3.6 µM. RmlC+RmlD coupled enzyme assay, percent inhibition; primary screen in compound mixtures. 0.03% of 160,000 active. P9WH09+P9WH11; in the data active means inhibition mostly above about 34%, no sharp cut-off; further: some results filed as inactive read as strong as hits
Target sequence (P9WH09 whole entry, looked up): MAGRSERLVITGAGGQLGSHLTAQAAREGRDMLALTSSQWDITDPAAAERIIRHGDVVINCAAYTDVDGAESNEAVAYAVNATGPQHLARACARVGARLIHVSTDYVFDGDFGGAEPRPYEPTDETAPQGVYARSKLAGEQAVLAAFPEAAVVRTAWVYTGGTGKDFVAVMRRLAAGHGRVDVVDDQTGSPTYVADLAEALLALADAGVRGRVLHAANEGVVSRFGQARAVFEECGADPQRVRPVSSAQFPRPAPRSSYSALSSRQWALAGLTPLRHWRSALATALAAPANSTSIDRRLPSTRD
Target sequence (P9WH11 whole entry, looked up): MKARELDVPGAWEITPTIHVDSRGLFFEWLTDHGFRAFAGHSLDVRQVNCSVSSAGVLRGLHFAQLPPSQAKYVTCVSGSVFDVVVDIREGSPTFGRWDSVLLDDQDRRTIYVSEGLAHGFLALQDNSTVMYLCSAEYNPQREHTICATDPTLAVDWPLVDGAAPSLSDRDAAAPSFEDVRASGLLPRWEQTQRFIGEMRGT
* hit, by the source's call; . = no result given. An excerpt; rates above refer to the full screens.

SMILES	M. tuberculosis GlmU	Mtb RmlCD inh
COc1ccc(CCNC(=O)Cc2ccc(OC)c(OC)c2)cc1OC	-0.7%	-7
CCCCC(=O)N1CC2(C)CN(C(=O)CCCC)CC(C)(C1)C2=O	4.5%	-19
Cc1ccc(C(=O)N[C@@H](C)CN2C3=NC[C@H](C(C)C)N3C[C@H]2Cc2ccc(O)cc2)cc1Br	-8.7%	.
COc1ccc(S(=O)(=O)N(C)C2CCN(C)CC2)cc1	1.7%	4
C/C=C1\COC(C(=O)NCc2ccccc2)(C(F)(F)F)C=C1C=C(C)C (stereo not drawn)	-0.9%	.
CN(Cc1cccs1)C(=O)COC(=O)CNC(N)=O	4.0%	7
COC(=O)c1ccccc1NC(=O)C1CCN(C(=O)c2cc(OC)cc(OC)c2)CC1	-0.6%	-7
Cn1cc(C(=O)NCc2ccccc2)c2ccccc21	6.1%	3
CC(C)(C)c1ccc(CNc2ccc([N+](=O)[O-])cn2)cc1	5.5%	-5
Cc1ccc(/C=C2\CCCC3=C2NC(=S)NC3c2ccc(C)cc2)cc1 (stereo not drawn)	3.6%	.
CC(C(=O)NCc1ccco1)n1nc(-c2ccccc2)c2cc(Cl)ccc21 (stereo not drawn)	4.2%	11
CN1CCC(N(C)CC(=O)Nc2cccc(Oc3ccccc3)c2)CC1	4.5%	.
O=C(CSc1nnc(Nc2ccccc2)s1)NCc1ccco1	-0.1%	.
CC1CC(C)CN(S(=O)(=O)c2ccc(C(=O)NCCCn3ccnc3)cc2)C1 (stereo not drawn)	2.4%	0
O=C(/C=C/c1ccc(-c2ccccc2)o1)c1ccccc1	3.7%	.
CCC(COC)NC(=O)CCc1nnc(Cc2cccc(C(F)(F)F)c2)o1 (stereo not drawn)	0.3%	-8
CN1C(=O)C2(C(C#N)=C(N)N(c3cc(Cl)cc(Cl)c3)C3=C2C(=O)CCC3)c2ccccc21 (stereo not drawn)	-3.4%	-4
CC(C)CCCNc1nc(N2CCOCC2)nc(N2CCOCC2)n1	9.1%	-12
Cc1nc(CCNC(=O)Cc2ccc(Cl)cc2)cs1	1.8%	2
O=C(CSc1nc2ccccc2[nH]1)c1ccc(Cl)s1	2.1%	10
Cc1ccc(-c2cc(C(=O)Nc3cc(C)on3)c3ccccc3n2)cc1	2.8%	.
N#Cc1ccc(C23CC4(C2)[C@H](CN(P(=O)(c2ccccc2)c2ccccc2)[C@@H]4c2ccccc2)C3c2ccc(Cl)nc2)cc1 (stereo partly drawn)	-1.1%	.
COCCn1c(SCC(=O)NC(=O)NC(C)C)nc2ccccc21	-0.4%	-5
CCCCc1cc(=O)oc2c(CN(CC)CC)c(O)c(Cl)cc12	-2.3%	10
CCCCCn1c(Sc2nc3ccccc3s2)nc2c1c(=O)[nH]c(=O)n2C	3.3%	6
Cc1cc(-c2csc(NC(=O)c3ccc(C#N)cc3)n2)c(C)n1Cc1ccccc1	1.3%	5
CCOC(=O)c1cc2c(ccn2-c2ccc(F)cc2)n1CC(=O)N1CCN(C(=O)c2ccco2)CC1	-5.9%	-3
COc1cc(OC)c2c(-c3ccccc3)cc(=O)oc2c1C(CC(=O)N1CCN(c2ccccc2)CC1)c1ccc2c(c1)OCO2 (stereo not drawn)	2.9%	.
Fc1ccc(C2=CSC3=NCCN23)cc1	-0.4%	.
CCOC(=O)c1c(NC(=S)Nc2ccccc2)sc2c1CCN(CCc1ccccc1)C2	.	2
CC(=O)c1ccc(NC(=S)N2CCCC(C(F)(F)F)C2)cc1 (stereo not drawn)	1.5%	-11
CC1CCc2nc3sc4c(c3c(N)c2C1)CCCC4 (stereo not drawn)	2.2%	-3
COc1ccc(N2CCN(C(=O)CC34CC5CC(CC(C5)C3)C4)CC2)c([N+](=O)[O-])c1	3.1%	.
Cc1cc(C(=O)COc2ncnc3sccc23)c(C)n1C	-1.8%	-6
Cc1cc(C(=O)N(C)CC(=O)Nc2ccccc2C(F)(F)F)c(C)o1	-5.6%	-5
CN(C)CCNC(=S)Nc1cccc(Cl)c1	-0.8%	24
O=C(NNC(=S)NC1CCCCC1)c1ccccc1O	2.6%	0
N#CC1=C(N)Nc2nc3ccccc3n2C1c1ccc(Cl)cc1 (stereo not drawn)	0.5%	7
Oc1ccccc1Nc1ncnc2c1oc1ccccc12	3.0%	-6
CC(=O)Nc1ccc(NS(=O)(=O)c2ccc(Cl)s2)cc1	4.3%	-16
C=CCNC(=S)NNC(=O)c1cc(O)ccc1O	7.5%	10
COc1ccc2c(c1)c(CC(=O)OCC(=O)O)c(C)n2C(=O)c1ccc(Cl)cc1	-1.8%	-6
Cc1cccc(N(CC(N)=O)C2SC(=O)N(c3ccccc3)C2=O)c1 (stereo not drawn)	-6.5%	-4
Cc1cc(C)nc(SCc2cc(=O)c(OC(=O)c3ccc(Cl)c([N+](=O)[O-])c3)co2)n1	-6.1%	24
Cc1cccc(S(=O)(=O)Nc2nc3ccccc3nc2NCC2CCCO2)c1 (stereo not drawn)	-0.2%	-35
CCC(C(=O)NC1CCCC1)N(Cc1cccs1)C(=O)Cn1nnc(-c2ccc(OC)c(OC)c2)n1 (stereo not drawn)	0.2%	.
CC(C)N(C(=O)COC(=O)[C@@H]1CC(O)CN1S(=O)(=O)c1ccc(C(C)(C)C)cc1)C(C)C (stereo partly drawn)	-4.9%	3
O=C(c1ccc([N+](=O)[O-])cc1)N1CCSC1c1ccccc1Cl (stereo not drawn)	-4.1%	.
Cc1cccc(N2C(=O)c3ccc(C(=O)Nc4c[nH]c(=O)[nH]c4=O)cc3C2=O)c1	3.1%	.
Nc1cc(OCC(F)(F)F)cc(OCC(F)(F)F)c1	1.1%	8
CCOC(=O)N1CCN(C(=O)Nc2ccc3nc(C)c(C)nc3c2)CC1	5.3%	4
CCCCC[n+]1ccn(-c2nc3ccccc3nc2[N-]S(=O)(=O)c2ccc(C)cc2)c1	2.6%	7
COC(=O)c1ccc(CSc2ncnc3c2sc2nc(N4CCOCC4)c4c(c23)CCCC4)o1	4.8%	.
CC(Oc1cccc(Cl)c1)C(=O)Nc1ccc([N+](=O)[O-])cn1 (stereo not drawn)	-0.1%	6
COc1ccc(C(=O)CSc2cc(C)nc3nc(C)nn23)cc1OC	4.1%	5
CCC(C)NC(=O)CSc1nc2ccsc2c(=O)n1NC(=O)c1ccccc1 (stereo not drawn)	4.2%	.
CC(=O)n1c2ccccc2c2ccccc21	2.1%	6
CCSc1cc(N2CC(C)OC(C)C2)nc(-c2ccccc2Cl)n1 (stereo not drawn)	-5.2%	-1
Cc1nc2ccccc2n1S(=O)(=O)c1ccc(S(=O)(=O)N2CCCCCC2)cc1	0.0%	-7
CCc1ccc2nc3c(c(C(=O)O)c2c1)CCC3	4.2%	-5

Individual results from the list:
Entry of `Cc1cccc(S(=O)(=O)Nc2nc3ccccc3nc2NCC2CCCO2)c1` (stereo not drawn) in Mtb RmlCD inh: -35
Entry of `Cc1cccc(N(CC(N)=O)C2SC(=O)N(c3ccccc3)C2=O)c1` (stereo not drawn) in M. tuberculosis GlmU: -6.5%

Other compounds
SMILES	M. tuberculosis GlmU	Mtb RmlCD inh
Cn1cc(SCC(=O)NCc2ccc(F)cc2)c2ccccc21	-1.4%	9
N#C/C(=C\c1ccc([N+](=O)[O-])cc1)c1nc(C2CC2)cs1	-0.7%	.
CCSc1nnc(NC(=O)C(C)C)s1	5.6%	-5
CCOC(=O)c1cc(C)[nH]c(=O)c1C#N	-2.7%	8
CNC(=O)CCN(Cc1ccco1)S(=O)(=O)c1ccc(OC)c(OC)c1	-2.6%	1
N#C/C(=C/c1ccc(Br)o1)C(N)=S	-2.2%	-12
O=C(O)c1ccc(-c2ccc(/C=N/Nc3ccc([N+](=O)[O-])cc3)o2)cc1	1.4%	-10
CCOC(=O)c1cnc2c(c(C)nn2C)c1Oc1ccccc1F	3.9%	9
Cc1ccc(-c2nc3ccc(C(=O)O)cc3nc2-c2ccc(C)cc2)cc1	-2.4%	.
CN(C)c1cccc(N=C2C=C(N3CCOCC3)CC(C)(C)C2)c1	0.7%	14
CCN(CC)c1ccc(-c2nn3c(-c4cccnc4)nnc3s2)cc1	.	0
Cn1c(=O)oc2cc(S(=O)(=O)N3CCc4ccccc43)ccc21	-6.8%	-4
CC1CCN(CCOCCOc2ccccc2-c2ccccc2)CC1	1.0%	.
O=C1C2CCN(CC2)C12CC2c1ccc(C(F)(F)F)cc1 (stereo not drawn)	-0.6%	.
OC1(c2ccc(F)cc2)CCNC1 (stereo not drawn)	-0.7%	4
O=C(CN(C(=O)Cn1nnc(-c2ccccc2F)n1)c1cnc2ccccc2c1)NCC1CCCO1 (stereo not drawn)	-1.4%	-8
Cc1c(Cl)cccc1NC(=S)NC1CCN(C(C)C)CC1	1.6%	-4
COC(=O)c1ccc(N2C(=O)c3cc(N4CCOCC4)c([N+](=O)[O-])cc3C2=O)cc1	1.9%	8
CCn1nc(NC(=O)c2ccncc2)c2cc3ccccc3nc21	-1.7%	-3
CCOc1ccc(C(=O)Nc2cccc3ncccc23)cc1Br	-2.0%	-4

Some of the entries so far, with values under each structure:
Fields: M. tuberculosis GlmU, Mtb RmlCD inh
> CCOC(=O)c1c(NC(=S)Nc2ccccc2)sc2c1CCN(CCc1ccccc1)C2
→ ., 2
> CCOC(=O)c1cnc2c(c(C)nn2C)c1Oc1ccccc1F
→ 3.9%, 9

As a working copy, 7 of the compounds above.
SMILES	M. tuberculosis GlmU	Mtb RmlCD inh
O=C1C2CCN(CC2)C12CC2c1ccc(C(F)(F)F)cc1 (stereo not drawn)	-0.6%	.
OC1(c2ccc(F)cc2)CCNC1 (stereo not drawn)	-0.7%	4
O=C(CN(C(=O)Cn1nnc(-c2ccccc2F)n1)c1cnc2ccccc2c1)NCC1CCCO1 (stereo not drawn)	-1.4%	-8
Cc1c(Cl)cccc1NC(=S)NC1CCN(C(C)C)CC1	1.6%	-4
COC(=O)c1ccc(N2C(=O)c3cc(N4CCOCC4)c([N+](=O)[O-])cc3C2=O)cc1	1.9%	8
CCn1nc(NC(=O)c2ccncc2)c2cc3ccccc3nc21	-1.7%	-3
CCOc1ccc(C(=O)Nc2cccc3ncccc23)cc1Br	-2.0%	-4

Carrying on.
SMILES	M. tuberculosis GlmU	Mtb RmlCD inh
COC(=O)CSc1nc(SCc2ccccc2Cl)nc2c1CCCC2	0.4%	-10
COc1ccc(CSc2nc(C)cc(=O)[nH]2)cc1Br	-3.0%	-3
COc1ccc(OC(C)C(=O)N2CCCc3ccccc32)cc1 (stereo not drawn)	-5.2%	10
CC(OC(=O)COc1ccccc1[N+](=O)[O-])C(=O)Nc1ccc(N2CCOCC2)cc1 (stereo not drawn)	-5.4%	10
Cc1nn(Cc2ccccc2)c(C)c1C(=O)OCC(=O)Nc1ccccc1SCC#N	0.3%	.
Cc1ccc(CSc2nc3ccccc3c(=O)n2Cc2ccco2)cc1	4.1%	.
CN(C)C(CNC(=S)Nc1ccccc1)c1cccnc1 (stereo not drawn)	2.8%	8
CC(C)CNC(=O)CO/N=C/c1ccccc1Cl	0.3%	-7
C=CCSc1nc(=O)n2ccc(C)cc2n1	4.6%	-7
O=C1CC(c2ccccc2Cl)Cc2c1cnn2-c1nc2ccccc2s1 (stereo not drawn)	-8.0%	1
CC(C)(C)NC(=O)C(c1ccccc1)N(Cc1cccs1)C(=O)c1csnn1 (stereo not drawn)	-4.7%	.
COc1ccc(C(=O)CSc2nc3ccc([N+](=O)[O-])cc3[nH]2)cc1	2.2%	-4
COc1cccc(NC(=O)N2CCN(c3nnnn3-c3ccccc3)CC2)c1	-2.8%	-3
COC(=O)c1cc(NC(=O)CC2NCCNC2=O)cc(C(=O)OC)c1 (stereo not drawn)	5.2%	-5
COc1cccc(C2=NOC(C(=O)N3CCC4(CC3)OCCO4)C2)c1 (stereo not drawn)	-3.7%	.
COc1cccc(/C=C(/C#N)c2ccc(Cl)cc2)c1OCc1cccc(C(=O)O)c1	5.0%	.
O[C@@H]1CCCN2CCc3c([nH]c4ccccc34)[C@H]12	2.6%	.
COCCCNC(=O)CN1C(=O)/C(=C\c2ccc(C)cc2)Sc2ccccc21	8.7%	-11
CCOC(=O)N1CCN(c2ncnc3c2oc2nc(C(C)C)c4c(c23)CCC4)CC1	11%	.
CCOc1ccc(N2C(=O)CC(N(CCc3ccc(OC)cc3)C(=O)/C=C/C(=O)O)C2=O)cc1 (stereo not drawn)	-3.3%	-4
NC(=O)c1ccsc1NC(=O)COC(=O)Cc1ccsc1	5.8%	8
c1ccc(Nc2ccccc2Nc2ccccn2)nc1	1.8%	-5
CCCCCOc1ccc(NC(=O)CSc2cccc3cccnc23)cc1	-1.8%	-40
CSc1nnc(C(C)(C)C)c(=O)n1/N=C/c1ccccc1	2.5%	-7
O=C(Cc1ccc(-n2c(=S)[nH]c3ccccc3c2=O)cc1)N1CCC(N2CCCCC2)CC1	-5.0%	-4
COCCCNC(=O)c1cccn2c(=O)c3cc4ccccc4cc3nc12	-0.7%	2
CC(O)CNc1nc2sc3c(c2c(=O)n1Cc1ccco1)CCCCC3 (stereo not drawn)	.	-8
O=C(c1cc(F)ccc1F)C1CCCN(Cc2ccc3nonc3c2)C1 (stereo not drawn)	-2.9%	-7
COc1cc(/C=N/Nc2nc3c(c(=O)n(C)c(=O)n3C)n2Cc2ccccc2)ccc1OC(=O)c1ccco1	-1.3%	-9
Cc1cccc2sc(N(CCCN(C)C)C(=O)c3ccc(Cl)s3)nc12	-2.8%	6
Cn1c(O)c(N=NC(=O)c2ccccc2O)c2ccccc21	4.9%	6
